KDM4C inh: inhibitors of GASC-1 (KDM4C) histone demethylase, primary screen, biochemical, single concentration HTS. inhibition, % at 12.5 µM. 96,000 tested, 0.15% active. AID 720574, 2013. GST-KDM4C 2-372, H3K9me3 peptide, LANCE TR-FRET;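 active = mean replicate inhibition above about 25%, with at least 55% of replicates also reaching it, limit read from the data, passing the limit was not always enough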
Target sequence (Q9H3R0 2-372 limits assumed): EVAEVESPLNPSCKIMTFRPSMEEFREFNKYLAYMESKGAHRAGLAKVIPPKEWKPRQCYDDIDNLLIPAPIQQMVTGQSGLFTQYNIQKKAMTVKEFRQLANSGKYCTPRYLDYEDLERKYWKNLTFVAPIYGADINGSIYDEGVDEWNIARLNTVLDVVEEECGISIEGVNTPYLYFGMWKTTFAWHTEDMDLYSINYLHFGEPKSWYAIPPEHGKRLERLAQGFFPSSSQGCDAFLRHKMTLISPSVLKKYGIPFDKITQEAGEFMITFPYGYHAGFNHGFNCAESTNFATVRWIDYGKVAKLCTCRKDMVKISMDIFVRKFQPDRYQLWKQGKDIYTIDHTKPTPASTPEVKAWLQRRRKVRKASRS
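material = GST-tagged GASC-1 (JMJD2C) catalytic fragment, aa 2-372 | amount = enzyme final amount 10 nM | medium = HEPES buffer, pH 7.5, plus ascorbate | also added = H3K9me3 peptide substrate, Fe(II), 2-oxoglutarate | dosing = single dose | times = 30 min demethylation and 1 h detection at room temperature | detection = LANCE TR-FRET | read-out basis = Fall in 671/618 emission ratio as inhibition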
C diff HTS: C. difficile growth inhibitors, primary screen, HTS | 86,000 tested, 0.25% active | growth activity, negative = inhibition, % at 16 µg/mL (by protocol) | Clostridium difficile clinical isolate growth, OD600, 24 h; hits give low values | AID 1259249, 2017;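 active = mean growth activity at or below -80% and every replicate also at or below -80%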;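 note: 0% = DMSO wells and -100% = levofloxacin 16 µg/mL wells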
Tcruzi prolif: T. cruzi intracellular proliferation inhibitors, primary screen, cell-based, beta-gal Tulahuen parasites, NIH3T3 host, luminescence. 77,000 tested, 5.9% active. T. cruzi beta-gal in NIH3T3, GalScreen luminescence, 90 h. AID 624255, 2012. inhibition, % at 8.34 µM;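 active = mean inhibition above about 93%, with at least 55% of replicates each passing it, limit read from the data, passing the limit was not always enough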
Pf Dd2 growth: P. falciparum Dd2 growth inhibitors, primary screen, SYBR Green fluorescence, single dose replicates | 72 h; hits give low values | activity change, % at 10 µM | 94,000 tested, 2.3% active | AID 1159554, 2015; in the data active = activity change below about -80%
* hit, by the source's call; / = not tested or not shown; & = joins results of further samples.

item | molecule | KDM4C inh | C diff HTS | Tcruzi prolif | Pf Dd2 growth
1 | CN(C)C(=O)C[C@@H]1C=C[C@H](NC(=O)C2CCC2)[C@H](CO)O1 | -0.7 | -1 | -58 | 8
2 | CC(C)C#Cc1ccc([C@@H]2[C@H](C#N)N(C(=O)c3ccccn3)[C@H]2CO)cc1 | -3.3 | 6 | 94 | -11
3 | C[C@H]1CN([C@@H](C)CO)C(=O)c2cc(NC(=O)NC3CCCCC3)ccc2O[C@H]1CN(C)Cc1ccc(-c2ccccc2)cc1 | -0.9 | 7 | 39 | 2
4 | O=C(C[C@@H]1CC[C@H](NC(=O)Nc2ccc(F)cc2)[C@H](CO)O1)NCCN1CCCC1 | -0.2 | -4 | -3 | -1
5 | C[C@@H]1CN([C@H](C)CO)C(=O)c2cc(NS(=O)(=O)c3ccccc3)ccc2O[C@@H](C)CCCCO[C@H]1CN(C)Cc1ccc(C(=O)O)cc1 | 2.1 | 2 | 37 | 36
6 | CC=Cc1ccc2n(c1=O)C[C@H]1[C@H](CO)[C@@H](C(=O)N(C)C)N(C(=O)CC3CC3)[C@@H]21 (mixture of isomers) | 0.1 | -3 | 46 | 15
7 | CC(C)CC#Cc1cnc2c(c1)C(=O)N([C@H](C)CO)C[C@@H](C)[C@H](CN(C)C(=O)c1cccc(F)c1)O2 | -2.0 | / | / | -26
8 | CCC(=O)N1CC2(C1)[C@@H](c1ccc(-c3ccc(F)cc3)cc1)[C@H](CO)N2C(=O)CC | 0.4 | -3 | / | 1
9 | CCCNC(=O)N1C[C@H](O)COC[C@@H]2O[C@@H](CC(=O)N[C@H]3CCN(Cc4ccccc4)C3)CC[C@H]21 | -1.6 | 2&-8 | -73 | /
10 | CCCNC(=O)Nc1ccc2c(c1)OC[C@H](C)N(C(=O)C1CCCCC1)C[C@@H](C)[C@H](OC)CN(C)C2=O | 1.1 | / | -10 | /
11 | C[C@H](CO)N1C[C@H](C)[C@@H](CN(C)C(=O)Nc2ccc(F)cc2)Oc2ccc(NC(=O)C3CCCCC3)cc2CC1=O | -0.5 | -9 | 0 | 19
12 | O=C(Nc1ccccc1)N1CCCCN2[C@H](CO)[C@H](c3ccc(C#Cc4ccccc4)cc3)[C@H]2C1 | -1.4 | -101* | 76 | -48
13 | COc1cccc(-c2ccc([C@@H]3[C@H](CO)N4C(=O)CN(C(=O)CN5CCOCC5)C[C@@H]34)cc2)c1 | 0.5 | -2 | / | -13
14 | CCNC(=O)C[C@H]1CC[C@@H]2[C@@H](COc3ccc(NC(=O)Nc4ccc(Cl)cc4)cc3C(=O)N2C)O1 | 0.0 | 4 | -15 | -5
15 | C[C@H]1CN([C@@H](C)CO)S(=O)(=O)c2ccc(-c3ccccc3)cc2O[C@@H]1CN(C)C(=O)Nc1ccccc1F | 1.4 | / | -40 | -79
16 | C[C@H]1CN([C@@H](C)CO)C(=O)c2cc(NC(=O)Nc3ccc4c(c3)OCO4)ccc2O[C@@H]1CN(C)S(=O)(=O)c1ccc(F)cc1 | 0.5 | -4 | -1 | -26
17 | Cc1noc(C)c1S(=O)(=O)Nc1ccc2c(c1)C(=O)N([C@@H](C)CO)C[C@H](C)[C@@H](CN(C)Cc1ccncc1)OCCCC[C@@H](C)O2 | 0.4 | 3 | 81 | -19
18 | COCC(=O)N(C)C[C@H]1Oc2ncc(C#C[C@H](C)O)cc2C(=O)N([C@@H](C)CO)C[C@@H]1C | -0.9 | -3 | -7 | /
19 | CCC(=O)Nc1ccc2c(c1)OC[C@@H](C)N(Cc1nccs1)C[C@@H](C)[C@@H](OC)CN(C)C2=O | 0.9 | -1 | 6 | -15
20 | C[C@@H]1CN([C@H](C)CO)C(=O)c2cc(NC(=O)CCCCCC(=O)Nc3ccccc3N)ccc2O[C@@H]1CN(C)S(=O)(=O)c1cn(C)cn1 | 0.2 | 2 | / | 70
21 | C[C@@H]1CN([C@@H](C)CO)C(=O)c2cc(NC(=O)c3ccncc3)ccc2O[C@@H](C)CCCCO[C@H]1CN(C)C(=O)CCC(F)(F)F | 3.8 | -4 | 13 | 4
22 | C[C@H](CO)N1C[C@H](C)[C@@H](CN(C)Cc2ccc3c(c2)OCO3)Oc2ccc(NC(=O)Nc3ccc(C(F)(F)F)cc3)cc2CC1=O | -0.6 | 52 | 86 | -80
23 | CCCNC(=O)N(C)C[C@@H]1Oc2ncc(Br)cc2C(=O)N([C@H](C)CO)C[C@H]1C | -0.3 | 4 | / | 42
24 | Cc1ccc(CN(C)C[C@@H]2OCc3cnnn3CCCC(=O)N([C@@H](C)CO)C[C@@H]2C)cc1 | -1.3 | -1 | 13 | -7
25 | C[C@H](CO)N1C[C@H](C)[C@@H](CN(C)Cc2ccc(C(F)(F)F)cc2)Oc2c(NS(=O)(=O)c3ccc(F)cc3)cccc2C1=O | -1.7 | 0 | 66 | -3

Laid out differently: results already given.
6	CC=Cc1ccc2n(c1=O)C[C@H]1[C@H](CO)[C@@H](C(=O)N(C)C)N(C(=O)CC3CC3)[C@@H]21 (mixture of isomers)
7	CC(C)CC#Cc1cnc2c(c1)C(=O)N([C@H](C)CO)C[C@@H](C)[C@H](CN(C)C(=O)c1cccc(F)c1)O2
8	CCC(=O)N1CC2(C1)[C@@H](c1ccc(-c3ccc(F)cc3)cc1)[C@H](CO)N2C(=O)CC
9	CCCNC(=O)N1C[C@H](O)COC[C@@H]2O[C@@H](CC(=O)N[C@H]3CCN(Cc4ccccc4)C3)CC[C@H]21
10	CCCNC(=O)Nc1ccc2c(c1)OC[C@H](C)N(C(=O)C1CCCCC1)C[C@@H](C)[C@H](OC)CN(C)C2=O
11	C[C@H](CO)N1C[C@H](C)[C@@H](CN(C)C(=O)Nc2ccc(F)cc2)Oc2ccc(NC(=O)C3CCCCC3)cc2CC1=O
12	O=C(Nc1ccccc1)N1CCCCN2[C@H](CO)[C@H](c3ccc(C#Cc4ccccc4)cc3)[C@H]2C1
13	COc1cccc(-c2ccc([C@@H]3[C@H](CO)N4C(=O)CN(C(=O)CN5CCOCC5)C[C@@H]34)cc2)c1

Compound,6,7,8,9,10,11,12,13
KDM4C inh,0.1,-2.0,0.4,-1.6,1.1,-0.5,-1.4,0.5
C diff HTS,-3,/,-3,2&-8,/,-9,-101*,-2
Tcruzi prolif,46,/,/,-73,-10,0,76,/
Pf Dd2 growth,15,-26,1,/,/,19,-48,-13

The results go on.
item | molecule | KDM4C inh | C diff HTS | Tcruzi prolif | Pf Dd2 growth
26 | C[C@H](NC(=O)C[C@@H]1CC[C@@H]2[C@H](COC[C@@H](O)CN2C(=O)Nc2ccccc2)O1)c1ccccc1 | -1.0 | / | 18 | -8
27 | C[C@@H]1CN([C@H](C)CO)C(=O)Cc2cc(NC(=O)Nc3ccc(C(F)(F)F)cc3)ccc2O[C@H]1CN(C)C(=O)Nc1ccc(C(F)(F)F)cc1 | -1.2 | -1 | 31 | 20
28 | C[C@@H]1CCCCO[C@H](CN(C)C)[C@H](C)CN([C@@H](C)CO)C(=O)c2cc(NS(=O)(=O)c3ccc(F)cc3)ccc2O1 | -0.6 | -3 | -32 | /
29 | O=C(CC1CC1)Nc1ccc2c(c1)[C@H]1C[C@@H](CC(=O)NC3CCCC3)O[C@@H](CO)[C@H]1O2 | -4.3 | / | -7 | 16
30 | CCCC(O)C#Cc1cnc2c(c1)C(=O)N([C@H](C)CO)C[C@H](C)[C@H](CN(C)C(=O)Nc1cccc3ccccc13)O2 (some centres not stated) | / | -6 | / | -29
31 | C[C@@H]1CCCCO[C@@H](CN(C)C(=O)Nc2ccc3c(c2)OCO3)[C@@H](C)CN([C@H](C)CO)C(=O)c2cc(NC(=O)c3ccccc3)ccc2O1 | 1.1 | 9 | -1 | -24
32 | CCC(=O)Nc1ccc2c(c1)C(=O)N(C)C[C@H](OC)[C@H](C)CN(CCc1ccccc1)[C@H](C)CO2 | 0.9 | / | 1 | 4
33 | C[C@@H]1CN([C@@H](C)CO)S(=O)(=O)c2ccc(C#CC3CC3)cc2O[C@@H]1CN(C)C(=O)C1CCC1 | 1.2 | -1 | 66 | 12
34 | C[C@H](CO)N1C[C@H](C)[C@H](CN(C)Cc2ccccc2)Oc2ccc(NC(=O)C3CCCCC3)cc2C1=O | 0.9 | -9 | 12 | 13
35 | Cc1noc(C)c1NC(=O)Nc1ccc2c(c1)C(=O)N([C@@H](C)CO)C[C@@H](C)[C@H](CN(C)S(=O)(=O)c1cn(C)cn1)O2 | -1.0 | -2 | 43 | 19
36 | C[C@@H]1CCCCO[C@@H](CN(C)C(=O)c2ccncc2)[C@@H](C)CN([C@H](C)CO)C(=O)c2cc(NC(=O)Cc3ccccc3)ccc2O1 | 9.8 | 3 | 35 | -25
37 | C[C@H](CO)N1C[C@H](C)[C@@H](CN(C)C(=O)c2ccccn2)Oc2cc(C3=CCCC3)ccc2S1(=O)=O | 1.2 | 6 | 29 | 6
38 | O=C(C[C@H]1C=C[C@H](NC(=O)C2CCOCC2)[C@H](CO)O1)NCc1ccncc1 | 4.8 | / | 31 | 15
39 | C[C@H](CO)N1C[C@H](C)[C@H](CN(C)C(=O)Nc2cccc3ccccc23)Oc2ccc(NC(=O)C3CC3)cc2C1=O | 0.9 | -3 | -17 | -19
40 | COc1ccccc1S(=O)(=O)N1C[C@@H](O)COC[C@H]2O[C@H](CC(=O)O)CC[C@@H]21 | -3.0 | / | 37 | -3
41 | O=C(c1ccc(F)cc1)N1CCCCN2[C@H](C1)[C@@H](c1ccc(-c3ccccc3)cc1)[C@@H]2CO | -0.3 | 3 | 67 | -49
42 | C[C@@H]1CN([C@@H](C)CO)C(=O)c2cccc(NC(=O)C3CCCCC3)c2O[C@@H]1CN(C)S(=O)(=O)c1ccc(Cl)cc1 | 2.3 | -14 | 79 | -49
43 | COc1ccc(S(=O)(=O)N(C)C[C@@H]2Oc3c(NC(=O)NC4CCCCC4)cccc3C(=O)N([C@H](C)CO)C[C@@H]2C)cc1 | 0.5 | / | -126 | -21
44 | COc1ccc(NC(=O)Nc2ccc3c(c2)[C@H]2C[C@@H](CC(=O)N4CCc5ccccc5C4)O[C@@H](CO)[C@H]2O3)cc1 | -4.3 | -3 | 0 | 6
45 | C[C@H]1CN([C@@H](C)CO)C(=O)c2cc(NC(=O)CCN3CCOCC3)ccc2O[C@H]1CN(C)Cc1ccc(C(=O)Nc2ccccc2N)cc1 | -0.5 | / | 102 | 11
46 | C[C@H](CO)N1C[C@H](C)[C@@H](CN(C)S(=O)(=O)c2cccs2)OCCCC[C@H](C)Oc2ccc(NS(C)(=O)=O)cc2C1=O | 0.8 | 2 | -99 | -23
47 | CN(C)CC(=O)N[C@H]1C[C@@H]2O[C@@H](CO)CC[C@@H]2O[C@@H]1CCc1ccc(-c2ccc(F)cc2)cc1 | / | -5 | / | -55
48 | O=C(C[C@@H]1CC[C@@H]2NC[C@@H](O)COC[C@H]2O1)N1CCc2ccccc2C1 | -1.4 | 0&-3 | 17 | 13
49 | CCS(=O)(=O)N1CCC2(CC1)CN(C(=O)c1ccc(F)cc1)[C@@H](CO)c1[nH]c3cc(OC)ccc3c12 | -1.1 | 0 | / | -30
50 | COc1ccccc1NC(=O)N1[C@H](C#N)[C@H](c2ccccc2)[C@@H]1CO | -0.8 | 11 | 32 | 27
51 | COc1ccc(S(=O)(=O)N(C)C[C@@H]2Oc3ccc(NC(=O)C4CC4)cc3CC(=O)N([C@H](C)CO)C[C@H]2C)cc1 | 0.0 | -3 | 20 | -5
52 | Cc1noc(C)c1NC(=O)N(C)C[C@H]1OCCCC[C@@H](C)Oc2ccc(NC(=O)Nc3ccc4c(c3)OCO4)cc2C(=O)N([C@@H](C)CO)C[C@H]1C | 0.4 | -5 | -11 | 13
53 | CCC(=O)Nc1ccc2c(c1)OC[C@@H](C)N(C(=O)c1ccccc1F)C[C@@H](C)[C@@H](OC)CN(C)C2=O | 0.2 | -2 | 24 | /
54 | C[C@H](CO)N1C[C@H](C)[C@H](CN(C)Cc2ccc(C(=O)O)cc2)Oc2ccc(N(C)C)cc2C1=O | 2.2 | 1 | 4 | 2
55 | C[C@H](CO)N1C[C@H](C)[C@@H](CN(C)Cc2ccccc2)Oc2ccc(NC(=O)Nc3ccc(C(F)(F)F)cc3)cc2C1=O | 0.8 | 1 | 30 | -20
56 | C[C@H]1CN([C@@H](C)CO)C(=O)Cc2cc(NC(=O)Nc3ccc(C(F)(F)F)cc3)ccc2O[C@H]1CN(C)Cc1ccncc1 | -0.1 | 21&19 | / | 11
57 | O=C1CN(Cc2ccc(F)cc2)C[C@@H]2[C@@H](c3ccc(Br)cc3)[C@H](CO)N12 | -1.3 | 4 | / | -87*
58 | COc1ccc(S(=O)(=O)Nc2ccc3c(c2)C(=O)N([C@@H](C)CO)C[C@H](C)[C@H](CN(C)S(=O)(=O)c2cccs2)OCCCC[C@@H](C)O3)cc1 | -0.4 | -6 | 76 | -39
59 | COc1cccc(C(=O)Nc2ccc3c(c2)C(=O)N(C)[C@@H]2CC[C@H](CC(=O)N[C@H](C)c4ccccc4)O[C@H]2CO3)c1 | -0.5 | 1 | 44 | 1
60 | CO[C@@H](CN(C)C(=O)c1cnccn1)[C@H](C)CN([C@@H](C)CO)S(=O)(=O)c1ccc(Cl)cc1 | -0.7 | / | -15 | 21

Screens deposited in PubChem BioAssay by Broad Institute.
